Screening results as filed in PubChem.
HCMV inh: human cytomegalovirus inhibition; HFF cells, HCMV-luciferase reporter, 72 h; hits give low values; activity change, negative = inhibition, % at 57.5 µM; hit rate 4.5% among 410,000; AID 1259415; in the data active means activity change below about -60%; inconclusive means no clear call, values can overlap the other calls; inactive means above about -39%
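Two compound doses tested in HFFs infected with HCMV-luciferase, MOI 1 PFU/cell, 72 h at 37C. Lysate luminescence read with OneGlo; data normalized against buffer-only and 10uM Salinomycin inhibitor controls.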
LmPK inhibitor: blocks Leishmania mexicana pyruvate kinase activity; hit rate 0.37% among 290,000; purified LmPK, Kinase-Glo ATP luminescence, 1 h; AID 1721; Potency, µM (series often up to 57.5 µM), for the others: top-dose activity change, negative = inhibition, actives largely listed as inhibitors; further: potency means the concentration at half of the fitted maximal effect
Target sequence (Q27686 whole entry, looked up): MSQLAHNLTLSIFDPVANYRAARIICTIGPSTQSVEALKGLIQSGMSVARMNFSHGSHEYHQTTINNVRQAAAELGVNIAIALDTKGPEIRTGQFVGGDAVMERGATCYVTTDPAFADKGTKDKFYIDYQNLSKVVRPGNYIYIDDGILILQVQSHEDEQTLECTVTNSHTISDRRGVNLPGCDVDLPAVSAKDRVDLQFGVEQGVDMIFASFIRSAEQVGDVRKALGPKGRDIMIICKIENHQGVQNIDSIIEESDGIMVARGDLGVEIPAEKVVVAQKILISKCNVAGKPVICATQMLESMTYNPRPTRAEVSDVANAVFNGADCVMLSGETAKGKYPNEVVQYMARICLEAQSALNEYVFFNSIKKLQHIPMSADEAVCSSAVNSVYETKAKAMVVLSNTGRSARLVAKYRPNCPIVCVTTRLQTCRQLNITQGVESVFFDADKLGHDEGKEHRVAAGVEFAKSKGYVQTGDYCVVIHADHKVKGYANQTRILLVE
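0.1 nM LmPK, 0.5 mM PEP, 0.1 mM ADP; 50 mM imidazole pH 7.2, 7 mM MgCl2, 50 mM KCl; 1 h RT. Kinase-Glo luminescence readout, normalized to no-enzyme (full inhibition) and uninhibited wells.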
Sm TGR block: inhibitors of Schistosoma mansoni thioredoxin glutathione reductase | AID 485364 | Potency, µM (series often up to 114 µM), without a hit: at the highest dose activity change, negative = inhibition, usual class: inhibitors | hit rate 3% among 360,000 | purified TGR, DTNB reduction, TNB absorbance 405 nm; further: potency means the concentration at half of the fitted maximal effect; nearly all actives have a fitted effect of over 60% in size
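First, TGR (20 nM dispensed) and NADPH were mixed with compound. Second, a 15 min room-temperature incubation followed. Third, further NADPH and then DTNB were added to start the reaction. Finally, TNB absorbance was monitored kinetically.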
AMA1 RON2 block: AMA1-RON2 (P. falciparum) interaction inhibition; hit rate 0.2% among 360,000; Potency, µM (doses to about 58.2 µM), for inactives: at the top dose activity change, negative = inhibition, hits mostly inhibitors; AlphaScreen AMA1-biotinylated RON2 peptide binding; AID 720542;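 further: potency means the concentration at half of the fitted maximal effect; 0% = vehicle wells and -100% = peptide control; nearly all actives have a fitted effect of over 45% in size; some results filed as inactive show a strong effect at the top dose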
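AMA1 (3D7) with his tag at 25 nM final met compounds first, then biotinylated RON2 peptide at 25 nM; detection used donor plus acceptor beads, 10 µg/mL apiece, read by AlphaScreen after 30 min at room temperature.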
AmpC inh no detg: inhibitors of E. coli AmpC beta-lactamase without detergent; AmpC nitrocefin hydrolysis, absorbance 480 nm, 0.0001% Triton; AID 485341; hit rate 0.52% among 330,000; Potency, µM (series often up to 57.1 µM), for inactives: at the top dose activity change, negative = inhibition, most hits filed as inhibitors; P00811;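 further: potency means the concentration at half of the fitted maximal effect; plate controls were no compound for no effect and no enzyme for full effect; nearly all actives have a fitted effect of over 20% in size; some results filed as inactive show a strong effect at the top dose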
Target sequence (P00811 whole entry, looked up): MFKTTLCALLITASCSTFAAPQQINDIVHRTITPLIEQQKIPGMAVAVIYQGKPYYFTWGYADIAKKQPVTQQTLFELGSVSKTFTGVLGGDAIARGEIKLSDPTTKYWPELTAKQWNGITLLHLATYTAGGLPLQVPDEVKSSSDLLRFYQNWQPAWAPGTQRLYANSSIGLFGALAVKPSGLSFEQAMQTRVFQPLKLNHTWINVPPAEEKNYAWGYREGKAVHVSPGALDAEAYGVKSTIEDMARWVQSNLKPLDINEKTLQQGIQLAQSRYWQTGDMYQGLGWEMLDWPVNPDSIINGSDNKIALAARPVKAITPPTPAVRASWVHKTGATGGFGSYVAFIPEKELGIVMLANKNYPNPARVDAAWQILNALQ
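AmpC (5.3 nM in the dispensed reagent) in 20 mM phosphate pH 7.0 with 0.01% (detergent screen) or 0.0001% Triton X-100 was preincubated with compounds for 15 min at room temperature. Nitrocefin was then added from an 800 uM solution, and hydrolysis was followed at 480 nm.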
AmpC detergent: blocks E. coli AmpC beta-lactamase in detergent assay; AID 485294; Potency, µM (doses to about 114 µM), for inactives: at the highest dose activity change, negative = inhibition, most hits filed as inhibitors; P00811; hit rate 0.041% among 370,000; AmpC hydrolysis of nitrocefin, absorbance 480 nm, 0.01% Triton;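 further: potency means the concentration at half of the fitted maximal effect; 0% = no-compound wells and -100% = no-enzyme wells; nearly all actives have a fitted effect of over 25% in size; some results filed as inactive show a strong effect at the top dose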
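20 mM phosphate pH 7.0 + 0.01% (detergent screen) or 0.0001% Triton X-100; 5.3 nM AmpC reagent; cpd preinc 15 min RT; nitrocefin (800 uM stock) to start; A480 q20 s × 4 min; Activity was normalised to no-enzyme and no-compound control wells.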
TbPYK inhibitor: T. brucei pyruvate kinase inhibition; TbPYK enzyme, Kinase-Glo Plus ATP luminescence, 45 min; hit rate 0.12% among 410,000; Potency, µM (doses to about 76.8 µM), for inactives: at the top dose activity, negative = inhibition, most hits filed as inhibitors; Q57TT1; further: potency means the concentration at half of the fitted maximal effect; nearly all actives have a fitted effect of over 50% in size
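Readout: single end-point luminescence (Kinase-Glo Plus, 10 min). Reaction conditions were TbPYK/substrate plus 130 uM ADP, 45 min at RT, pH 7.2 TEA buffer. No-enzyme wells served as controls, and data were normalized before concentration-response fitting.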
* = called active by the depositor; ? = inconclusive; . = not tested or not shown; & = joins results of further samples; ! = not active in a repeat; [ ] = remark or other dose. Unless noted, the call rests on the fitted dose curve; in most records, active means well fitted curve in the direction sought with a large enough effect; inconclusive means small, poorly fitted or top-dose-only effect, or another doubt; inactive means no such curve, though single readings can be large; an effect the other way counts as inactive or inconclusive. Unless noted, on the % scale 0 is the no-effect control and ±100 the full control effect.

Order of results – LmPK inhibitor	Sm TGR block	TbPYK inhibitor	AmpC inh no detg	AMA1 RON2 block	AmpC detergent	HCMV inh
CCOC(O)[C@H]1N[C@@H](c2ccc(Cl)cc2)[C@@H]([N+](=O)[O-])[C@@H]1c1ccccc1 (stereo not given in full)
  0%	-3%	-2%	-13%	-9%	-14%	-18
O=C(c1ccc(S(=O)(=O)N2CCCCC2)cc1)N1CCc2ccccc2C1
  -6%	-1%[57.1 µM]	5%	44%	2%	1%	-29
Nn1c(SCC(=O)Nc2ccccc2F)nnc1-c1cccnc1
  0%	5%	-7%	-22%	14%	-6%	-17
O=C(COc1cccnc1[N+](=O)[O-])Nc1ccc(N2CCOCC2)cc1
  -2%	1%	1%	-7%	-1%	0%	-27
Cc1ccc(CNC(=O)C2(C(F)(F)F)C/C(=C\Cc3ccccc3)CCCO2)o1 (stereo not given)
  0%	20µM*	-26%	-3%	7%	?	.
COc1ccc(CC(=O)Nc2ccc(N3CCCC3)c(C)c2)cc1
  2%	50µM*	0%	-3%	-8%	-13%	-22
CCOC(=O)C1=C(C)N=C2c3ccccc3C(=O)C2C1c1ccc(C)cc1 (stereo not given)
  -1%	-8%	-4%	-15%	8%	?	-1
CC(CN1C(C)CCCC1C)OC(=O)c1ccccc1F (stereo not given)
  1%	0%	2%	-16%	11%	-1%	-10
CCCS(=O)(=O)NC(=O)C1(C)CCCN(C(=O)c2ccc3ccccc3n2)C1 (stereo not given)
  .	.	1%	.	1%	.	3
CCOC(=O)C1CCN(C(=O)CN(c2cccc(C(F)(F)F)c2)S(C)(=O)=O)CC1
  -1%	2%	-10%	51%	-6%	?	19
CCOC(=O)CNC(=O)c1cc(C)oc1C
  1%	35µM*	.	-4%	.	-1%	.
CCN(C(=O)CN1C(=O)NC2(CCC(C)CC2)C1=O)C1CCCCC1 (stereo not given)
  .	.	3%	.	-5%	.	-27
O=C(c1ccc(F)cc1)N1CCC2(CC1)NCCc1[nH]cnc12
  2%	-5%	-5%	-9%	21%	8%	-13
COCCn1c(=NC(=O)c2ccc3c(c2)OCCO3)sc2cc(C(=O)OC)ccc21
  .	3%	-1%	.	.	20%	67
C#CCNc1c2c(nc3ncnn13)CC(C)CC2 (stereo not given)
  -6%	22µM*	-2%	-21%	12%	1%	-101*
O=C(COc1cc(Cl)ccc1Cl)N1CCNC1=O
  .	-8%	9%	117%[activator]	0%	?	2
C[C@H]1CCC/C=C/[C@@H]2C[C@H](O)C[C@H]2[C@H](O)[C@H](S(=O)c2ccc(O)cc2)CC(=O)O1 (stereo not given in full)
  .	.	?	.	1%	.	-99*
Cc1c(C(=O)NCCS(=O)(=O)N2CCN(c3ccccc3F)CC2)cccc1[N+](=O)[O-]
  -2%	-14%	5%	-1%	0%	-7%	-20
O=C(NCCn1cc(SCc2ccc(F)cc2)c2ccccc21)c1cccs1
  .	16%	0%	.	.	4%	-35
O=C(NC(=S)NC1C2CC3CC(C2)CC1C3)c1ccccc1 (stereo not given)
  -7%	?	0%	-17%	14%	8%	41

Entries of single compounds, looked up by structure:
CC(CN1C(C)CCCC1C)OC(=O)c1ccccc1F (stereo not given) across the screens: LmPK inhibitor: 1%; Sm TGR block: 0%; TbPYK inhibitor: 2%; AmpC inh no detg: -16%; AMA1 RON2 block: 11%; AmpC detergent: -1%; HCMV inh: -10
O=C(COc1cc(Cl)ccc1Cl)N1CCNC1=O across the screens: LmPK inhibitor: .; Sm TGR block: -8%; TbPYK inhibitor: 9%; AmpC inh no detg: 117%[activator]; AMA1 RON2 block: 0%; AmpC detergent: ?; HCMV inh: 2

(list continues)
Order of results – LmPK inhibitor	Sm TGR block	TbPYK inhibitor	AmpC inh no detg	AMA1 RON2 block	AmpC detergent	HCMV inh
CCOc1ccc2[nH]c3c(NCCN(C)C)ncnc3c2c1
  2%	5%	.	-2%	.	2%	21
O=C(NCC1OCCc2ccccc21)c1ccc(NC(=O)c2ccccc2Cl)cc1 (stereo not given)
  3%	-3%	-2%	-18%	20%	4%	?
CCN(CC)S(=O)(=O)c1ccc(N2CCOCC2)c(NC(=O)c2cccc3ccccc23)c1
  1%	8%	2%	-15%	4%	-7%	-23
O=C(Nc1ccc(N2CCOCC2)cc1N1CCOCC1)c1cccc([N+](=O)[O-])c1
  3%	4%	-5%	-11%	-4%	?	-37
O=C(N[C@@H](Cc1c[nH]c2ccccc12)C(=O)O)C1CCN(S(=O)(=O)c2ccc(Cl)cc2)CC1
  0%	1%	-1%	-22%	5%	-8%	21
COc1ccc(NC(=O)C(CC(C)C)NC(=O)C2CCC(C)CC2)c(OC)c1 (stereo not given)
  1%	-3%	8%	-12%	0%	6%	-13
Cc1[nH]n(-c2ccc([N+](=O)[O-])cc2)c(=O)c1C=NCCN1CCN(C(=O)c2ccccc2F)CC1
  ?	-8%	-2%	3%	17%	3%	19
COc1cc(NC(=O)COc2cccc(OC)c2)cc(OC)c1
  2%	0%	-3%	-38%	-1%	-11%	19
CN1CCN(c2nc3ccccn3c(=O)c2C=C(C#N)C#N)CC1
  3%	-26%	-10%	-7%	-4%	4%	-26
CN(C(=O)/C=C/c1ccccc1)C1CCS(=O)(=O)C1 (stereo not given)
  -1%	-3%	8%	0%	0%	3%	3
CN1CCc2c(C#N)c(Cl)nc(Cl)c2C1
  -2%	32µM*	0%	-5%	-10%	5%	?
Cc1occc1C(=O)NCc1ccccn1
  4%	?	0%	-13%	85%[activator]	1%	30
O=C(NCc1ccccn1)c1c(-c2ccccc2)sc2ccccc12
  .	.	-4%	-2%	130%[activator]	.	-18
CCOC(=O)c1cc(C)sc1/N=C/C1C(=O)CC(C)(C)CC1=O
  -1%	-20%	-3%	-23%	-6%	-9%	12
O=C(c1ccccc1F)N(Cc1cccs1)C1CCS(=O)(=O)C1 (stereo not given)
  0%	3%	2%	-2%	4%	?	-1
Cc1ccc(N(CC(=O)NC(C)(C)C)C(=O)CNC(=O)c2cccs2)cc1C
  -7%	0%	-4%	-5%	0%	0%	-20
Cc1coc2c(C)c3oc(=O)c(CCC(=O)NCCc4ccccc4)c(C)c3cc12
  .	3%	3%	.	.	3%	-39
CCOC(=O)c1sc(NC(=O)C(CC)OC(=O)c2ccco2)nc1C (stereo not given)
  1%	4%	3%	51%	-13%	1%	0
O=C(CNc1ccccc1)Nc1ccc(F)cc1
  -12%	-1%	3%	-24%	3%	-1%	145
CN(C)/N=C/c1ccc(/C=N/NC(N)=S)o1
  1%	-5%	-11%	-14%	72%[activator]	-2%	-4
CCOc1ccc(Cn2c(CNS(=O)(=O)c3ccc([N+](=O)[O-])cc3)nc3cccnc32)cc1
  .	-1%	3%	.	.	3%	-20
COc1ccccc1C1C(C#N)=C(N)N(N(C)C)C2=C1C(=O)CC(C)(C)C2 (stereo not given)
  -1%	4%	-2%	-9%	6%	-6%	-3
Cc1[nH]n(C(N)=S)c(=O)c1N=Nc1ccc(S(=O)(=O)N2CCCC2)cc1
  -1%	0%	-9%	-31%	-1%	3%	-30
N#CCC(=O)Nc1ccc(C(=O)OCC(=O)NC2CCCCCC2)cc1
  .	-6%	-16%	-25%	3%	-15%	-26
O=C(c1cccs1)N1CCCC(c2nc3c(nnn3Cc3cccc(Cl)c3)c(=O)[nH]2)C1 (stereo not given)
  -2%	-2%	3%	-2%	-1%	-1%	0
CC1(C)C(=O)Nc2ccccc2N1C(=O)COc1cc(Cl)ccc1Cl
  .	-17%	0%	-11%	-9%	-3%	5
CC(C)OC(=O)CSc1nc2ccccc2s1
  -15%	7%	12%	-3%	-9%	1%	31
COc1cccc(C2=NOC(C(=O)Nc3cc(C)on3)C2)c1OC (stereo not given)
  -3%	7%	20%	-8%	8%	-5%	-10
COc1cc(OC)c(C2=NOC(C(=O)NCc3ccc4c(c3)OCO4)C2)cc1Cl (stereo not given)
  -3%	5%	-3%	36%	-2%	4%	-20
CCOc1cc(CN2CCN(c3cccc(C(F)(F)F)c3)CC2)ccc1O
  1%	45µM*	25%	25%	?	1%	-21
Cc1cccc(-n2nc3c(c2NC(=O)c2cc4ccccc4o2)CS(=O)(=O)C3)c1
  4%	-16%	-5%	-22%	6%	0%	?
Cc1ccc(N2CC(C(=O)Nc3ccc(S(=O)(=O)NCC4CCCO4)cc3)CC2=O)cc1 (stereo not given)
  1%	3%	-10%	45%	-1%	5%	29
Cc1ccc(S(=O)(=O)Nc2ccccc2N=Cc2ccc([N+](=O)[O-])cc2[N+](=O)[O-])cc1
  .	.	-11%	.	?	.	-38
COc1ccc(C(=O)NCc2nnc(SCC(=O)NC3CCCCC3)n2C)cc1
  -3%	0%	2%	-6%	-6%	3%	18
COC(=O)c1cc2occc2n1CC(=O)Nc1ccc(N(C)C)cc1
  .	-1%	-11%	.	.	15%	14
Cc1ccc(Cc2nc3ccccc3nc2SCC(=O)N2CCCc3ccccc32)cc1
  .	-5%	0%	.	.	8%	80
CC1CN(CC(=O)Nc2ccccc2Sc2ccccc2)CC(C)O1 (stereo not given)
  2%	-4%	9%	180%[activator]	8%	-2%	-24
Cc1ccc(NC(=O)c2ccc(OC(=O)COc3ccc(Cl)c(C)c3)cc2)cc1
  4%	3%	0%	-12%	9%	-3%	77
COc1ccc2cc(C#N)c(N3CCN(Cc4nnnn4CCC(C)C)CC3)nc2c1
  10%	-13%	1%	-4%	-5%	-2%	?
CCOC(=O)c1ccc(NC(=O)COc2coc(CN3CCc4ccccc43)cc2=O)cc1
  .	-10%	-6%	-18%	5%	-16%	-14
CCN1C(=S)N[C@@H](CCc2ccccc2)[C@H](C(=O)OC)[C@H]1C
  -7%&-9%	-1%&2%	-5%	8%&78%	-11%	?	-23
COCCNC(=O)C1CC(c2cccc(OC)c2)=NO1 (stereo not given)
  -2%	-35%	1%	-24%	12%	4%	21
CCN1CCN(CCCNC(=O)c2cc3c(s2)-c2ccccc2OC3)CC1
  -11%	-2%&-27%	0%&-2%	29%	18%	-12%&3%	-108*!
CCCOc1ccccc1C1CC(=O)Nc2cc3c(cc21)OCO3 (stereo not given)
  2%	1%	0%	-21%	-15%	?	-62*
Cc1ccc2oc(-c3ccccc3)nc2c1
  16µM*	5%	-7%	-17%	16%	?	25

No enrichment for hits. About 7.4% of those tested had a hit in this group.
